All columns: NCI-60 one-dose screen, growth in % after 48 h at 10 µM unless noted; 100 = growth as untreated, 0 = no growth, -100 = all killed.
SR = SR leukemia cells. hit rate 8.7% among 73,000. AID 1794780
K-562 = K-562 leukemia. hit rate 7.4% among 78,000
MDA-MB-435 = MDA-MB-435 melanoma. hit rate 7.8% among 82,000
MDA-MB-468 = MDA-MB-468 breast cancer | hit rate 8.5% among 78,000
MOLT-4 = MOLT-4 leukemia cells | hit rate 6.9% among 80,000 | AID 1794779
MCF7 = MCF7 breast cancer. hit rate 6.3% among 82,000. AID 1794796
MDA-MB-231 = MDA-MB-231 breast cancer. AID 1794789. hit rate 5% among 81,000
RPMI-8226 = RPMI-8226 leukemia cells. AID 1794781. hit rate 7.5% among 77,000
Starred values were filed as active, the others as inactive; x = no result given. Rule for the calls: active = growth percent below 10; inactive = the rest. Compounds were not picked by outcome. About 15% of those tested had a hit in this group.

entry	SMILES	MDA-MB-231	SR	MCF7	MOLT-4
1	CC/C=C(\CCC)C(C)(C#N)C(=O)OCC (stereo not given)	112	96	99	106
2	COc1ccc([C@H]2c3[nH]c4ccccc4c3C[C@H]3C(=O)N(C4CCN(Cc5c(F)cccc5F)CC4)CC(=O)N23)c(OC)c1	75	40	34	36
3	COc1cccc(C(C)(c2c[nH]c3ccccc23)c2c[nH]c3ccccc23)c1	71	86	68	58
4	O=S(Cc1ccccc1)/C(=C/n1c(=S)[nH]c2ccccc21)c1ccccc1 (stereo not given)	94	107	92	108
5	NC(=S)N1N=C(c2ccc(F)cc2)CC1c1ccc2c(c1)OCO2 (stereo not given)	88	85	94	78
6	NS(=O)(=O)c1ccc(-n2cc(CN3C(=O)CN(/N=C/c4ccc([N+](=O)[O-])o4)C3=O)nn2)cc1	95	100	109	105
7	CCc1cc(NC(=O)Cc2ccc(F)c(F)c2)n(-c2ccccc2)n1	103	90	94	96
8	CSc1ccc(C(=NNS(=O)(=O)c2ccc(C)cc2)c2ccc(F)cc2)cc1	98	108	94	104
9	COc1ccc2c(c1)/C(=C\c1c[nH]c3ccc(F)cc13)C(=O)N2	106	46	60	51
10	COc1ccc2oc(=O)cc(C3C(C#N)=C(N)Oc4cc(O)ccc43)c2c1 (stereo not given)	107	87	98	89
11	CCCn1c(O)c(N=Nc2nc(-c3cc4ccccc4oc3=O)cs2)c2cc(Br)ccc21	89	101	90	107
12	O=c1nc(-c2ccccc2)c2cc(-c3ccc(C(F)(F)F)nc3)ccc2[nH]1	92	93	87	83

entry	K-562	MDA-MB-468	MDA-MB-435	RPMI-8226
1	117	99	105	112
2	46	59	76	34
3	59	82	96	83
4	97	105	99	94
5	73	91	105	x
6	96	103	100	100
7	92	104	103	x
8	99	109	102	98
9	63	2.9*	91	61
10	x	126	104	98
11	110	95	105	98
12	103	104	104	91

Continuation:
entry	SMILES	MDA-MB-231	SR	MCF7	MOLT-4
13	C=C(C)CN(CC(=C)C)C(=N)OCC1CCCO1 (stereo not given)	113	108	107	96
14	CC(=O)Nc1cccc(-c2nc3ccccc3n2Cc2ccc(C)cc2)c1	96	80	105	82
15	CC(NC(=O)c1ccc2ccccc2n1)C(=O)O (stereo not given)	x	90	95	107
16	NC(N)=NS(=O)(=O)c1ccc(NC2Nc3nc4ccccc4nc3S2)cc1 (stereo not given)	94	101	97	97
17	O=C(NNC(=O)c1ccncc1)C1=CN=C2Sc3ccccc3N2[C@H]1c1ccccn1	93	93	95	86
18	CNC(=O)c1cc(-n2ccc3cc(NC(=S)Nc4cccc(C(F)(F)F)c4)ccc32)ccn1	84	32	83	77
19	Cc1ccc(NC(=O)OC(C)N2CCCCC2)cc1NC(=O)OC(C)N1CCCCC1 (stereo not given)	98	106	105	120
20	Fc1cc(-c2nn3c(-c4cc(F)c(Cl)cc4Cl)nnc3s2)c(Cl)cc1Cl	86	x	78	97
21	Cc1cc(C)cc(NC(=O)CSc2nnc(-c3ccc(NC(=O)c4cccnc4)cc3)o2)c1	99	x	111	93
22	CC(=O)c1ccc(NC(=O)CSc2nnc(-c3cc(-c4ccc(C)cc4)nc4ccccc34)o2)cc1	-3.0*	-12*	27	44
23	CC(C)N1CCSc2ssc(=S)c21	93	106	93	108
24	COc1ccc(/C=C2\SC(=O)N(Cc3cc4ccccc4nc3Cl)C2=O)cc1OC	107	105	96	121

entry	K-562	MDA-MB-468	MDA-MB-435	RPMI-8226
13	99	102	99	109
14	81	101	104	89
15	106	101	103	112
16	102	100	97	96
17	x	68	90	105
18	39	58	87	x
19	103	96	105	111
20	99	x	94	166
21	61	110	103	x
22	38	95	81	7.7*
23	80	x	109	96
24	113	89	107	96

Gathered by group: the entries above containing an NH in an aromatic ring (5)
entry	SMILES	MDA-MB-231	SR	MCF7	MOLT-4
2	COc1ccc([C@H]2c3[nH]c4ccccc4c3C[C@H]3C(=O)N(C4CCN(Cc5c(F)cccc5F)CC4)CC(=O)N23)c(OC)c1	75	40	34	36
3	COc1cccc(C(C)(c2c[nH]c3ccccc23)c2c[nH]c3ccccc23)c1	71	86	68	58
4	O=S(Cc1ccccc1)/C(=C/n1c(=S)[nH]c2ccccc21)c1ccccc1 (stereo not given)	94	107	92	108
9	COc1ccc2c(c1)/C(=C\c1c[nH]c3ccc(F)cc13)C(=O)N2	106	46	60	51
12	O=c1nc(-c2ccccc2)c2cc(-c3ccc(C(F)(F)F)nc3)ccc2[nH]1	92	93	87	83

entry	K-562	MDA-MB-468	MDA-MB-435	RPMI-8226
2	46	59	76	34
3	59	82	96	83
4	97	105	99	94
9	63	2.9*	91	61
12	103	104	104	91

The results go on.
entry	SMILES	MDA-MB-231	SR	MCF7	MOLT-4
25	CCOc1cc(C)c2cc(Cc3ccc4nc(OCC)cc(C)c4c3)ccc2n1	98	99	95	98
26	CC(C)C(NC(=O)c1ccccc1)C(=O)O (stereo not given)	111	76	111	81
27	Cc1cc(=O)n(C(=S)Nc2ccc([N+](=O)[O-])cc2)c2cc(O)ccc12	88	103	98	102
28	CC(C)(C)c1ccc(NC(=O)Nc2cc(C(F)(F)F)cc(C(F)(F)F)c2)c(-c2nn[nH]n2)c1	101	104	91	84
29	Cc1ccccc1C1OC2=C(Nc3ccccc3N2)C1=O (stereo not given)	93	88	105	93
30	COc1ccc(-c2nnc(SCC(=O)c3ccccc3)o2)cc1	99	100	104	95
31	CC(=O)OC(C)(C)[C@@H]1CC[C@H](C)C2=C(C1)[C@@H](C)CC2	106	96	93	102
32	c1ccc(CCn2cccc2)nc1	95	75	101	19
33	COc1cc(F)c(/C=C/c2cc(/C=C/c3cc(OC)c(OC)cc3F)on2)cc1OC	83	47	71	91
34	Clc1ccc(-c2nnc(-c3ccc4ccccc4c3)o2)cc1	115	104	95	114
35	CCCCCCC/C=N/NC(=O)c1ccc(-n2cc(-c3ccccc3)nn2)cc1	74	79	86	86
36	CCc1ccc(-c2cc(-c3cccc(Cl)c3)n(-c3ccc(S(N)(=O)=O)cc3)n2)cc1	109	74	83	65

entry	K-562	MDA-MB-468	MDA-MB-435	RPMI-8226
25	104	88	104	101
26	102	131	106	93
27	104	102	105	95
28	94	99	106	106
29	89	95	104	93
30	92	92	101	89
31	103	91	109	112
32	99	114	114	x
33	63	78	7.6*	68
34	117	107	94	108
35	80	83	91	94
36	62	104	96	96

(listing goes on)
entry	SMILES	MDA-MB-231	SR	MCF7	MOLT-4
37	Nc1nc2c(ncn2[C@@H]2O[C@H](CS)[C@@H](O)[C@H]2O)c(=O)[nH]1	99	101	101	99
38	Cc1ccc2nc(NC(=O)CSc3nc(-c4ccccc4)c(C#N)c4nnnn34)sc2c1	113	73	96	99
39	COc1nccnc1NS(=O)(=O)c1ccc(N)cc1	109	x	99	99
40	Cc1sc(NC(=O)c2ccc(C(C)(C)C)cc2)c(C(=O)O)c1C	105	63	62	50
41	COc1ccc(-c2nc(SCCC(C)C)nc(N/N=C\c3ccccc3O)c2C#N)cc1	85	x	79	90
42	Cc1ccccc1N1C(=O)c2cc(S(N)(=O)=O)c(Cl)cc2NC1C (stereo not given)	119	87	94	85
43	O=C(Nc1ccccc1)Nc1ncnc2c1ncn2-c1cccnc1	95	93	90	101
44	C/C=C/C1OC23CCCCC2C(C#N)(C(=N)O3)C1(C#N)C#N (stereo not given)	110	49	86	95
45	C[C@H]1C=C(C[C@@H](O)CC#CC#CCCCCC[C@@H](O)[C@H]2CCC(=O)O2)C(=O)O1	96	121	115	114
46	COc1cc(NCC(C)(O)CN(CC(C)C)CC(C)C)c2nc(C)ccc2c1 (stereo not given)	70	88	-46*	81
47	COc1cc(CC(=O)n2ncc3ccc(N)cc32)cc(OC)c1OC	79	x	87	x
48	COc1ccc(-c2ccnc(=S)[nH]2)cc1	104	95	x	116

entry	K-562	MDA-MB-468	MDA-MB-435	RPMI-8226
37	97	98	100	95
38	98	107	105	117
39	118	118	115	107
40	38	80	96	47
41	92	89	88	x
42	x	119	112	106
43	98	103	97	109
44	95	78	92	99
45	86	x	111	114
46	67	-11*	102	69
47	x	95	65	100
48	105	82	97	77

Later entries.
entry	SMILES	MDA-MB-231	SR	MCF7	MOLT-4
49	COC(=O)c1ccc2c(c1)Oc1ccc(Cl)cc1-c1cc(C)nn1-2	61	70	79	100
50	c1ccc(Cn2nnc3c(Sc4nc5ccccc5o4)ncnc32)cc1	116	38	92	62
51	O=c1cc(-c2ccccc2)nc2sc(-c3c[nH]c4ccc(Br)cc34)nn12	90	x	68	x
52	CC1=C2[C@@H](CC1)[C@]1(C)O[C@@](C(C)C)(C[C@H]1OC(=O)CN)[C@H]2OC(=O)/C=C/c1ccccc1	109	86	90	90
53	CC(C)C(C(=O)CCN1CCCCC1)c1ccc(Cl)cc1 (stereo not given)	91	75	87	78
54	CCC(=O)Nc1cccc([N+](=O)[O-])c1	89	105	101	117
55	COC(=O)[C@]1(C)N[C@H](c2cn(-c3ccccc3)nc2-c2ccccc2)[C@@H]2C(=O)N(c3ccccc3)C(=O)[C@@H]21	100	x	93	x
56	C/C(=N\O)C(=O)Nc1ccc(F)cc1	108	99	93	102
57	O=C(Nc1cccc(Cl)c1)Oc1ccc2c(c1)CCC2	x	89	97	93
58	CC(C)c1cccc(C(C)C)c1NC(=O)Nc1ccc(Cl)cc1Cl	77	76	72	86
59	COc1ccc2c3ccnc(C(F)(F)F)c3n(CCCCN)c2c1	42	27	35	51
60	COc1c(B(O)O)cc(F)cc1-c1nc2ccc3[nH]ncc3c2c2c1CCCC2	22	x	4.3*	9.9*

entry	K-562	MDA-MB-468	MDA-MB-435	RPMI-8226
49	89	87	98	75
50	45	100	96	92
51	x	87	101	112
52	94	94	112	101
53	95	78	99	75
54	103	98	87	103
55	x	131	101	x
56	102	109	102	102
57	86	102	92	96
58	77	73	97	64
59	71	34	46	31
60	31	-4.3*	16	-9.8*

The list goes on.
entry	SMILES	MDA-MB-231	SR	MCF7	MOLT-4
61	C(=N\Nc1nc2ccccc2s1)/c1ccc2c(c1)OCO2	89	118	83	101
62	Fc1ccccc1NCn1nc(-c2cnccn2)oc1=S	106	91	98	108
63	COc1ccc(C2C3CCc4ccccc4C3=NN2C(=O)c2cc(OC)c(OC)c(OC)c2)cc1O (stereo not given)	103	64	96	90
64	CCOC(=O)C1(C(C)=O)CC1	99	93	100	101
65	O=C(NN=C1CCCCCC1)c1ccc(NC(=O)c2ccccn2)cc1	105	92	96	85
66	CCCOc1ccc2cc([C@@H]3C[C@H]3CCNS(=O)(=O)c3ccc(C)cc3)ccc2c1	80	87	76	76
67	Cc1cccc2cc(-c3cc4ccccc4[nH]3)/c(=N/C(=O)Nc3ccccc3)oc12	88	115	73	95
68	Nc1nc2c(ncn2C2OC(COP(=O)(O)O)C(O)C2O)c(=O)[nH]1 (stereo not given)	103	102	106	105
69	COc1cccc(-c2nc3ccc(C(=O)NN4C(=O)c5ccccc5C4=O)cc3[nH]2)c1	97	78	88	95
70	Cc1ccc(S(=O)(=O)NCCSc2nc(-c3ccccc3)c(C#N)c(=O)[nH]2)cc1	99	117	93	104
71	NC(=S)NCc1ccccc1	110	96	98	98
72	COc1ccc(NC(=O)/C=C/c2ccc(N(C)C)cc2)cn1	96	97	94	94
73	COC(=O)/C=C\SC(=S)C1CCCC1=N (stereo not given)	114	89	86	92
74	CN1CCC(OC(N)=O)CC1	109	156	97	208

entry	K-562	MDA-MB-468	MDA-MB-435	RPMI-8226
61	105	125	103	82
62	92	106	113	105
63	53	x	96	46
64	113	93	105	96
65	44	103	82	103
66	58	48	81	46
67	92	108	104	88
68	94	99	105	72
69	91	119	104	95
70	98	104	104	104
71	100	99	103	102
72	90	99	99	92
73	84	105	106	103
74	127	109	118	99
